UGM FP inh: blocks M. tuberculosis UGM enzyme. inhibition, % at 10 µM. 320,000 tested, 0.06% active. P9WIQ1. purified UGM, fluorescence polarization probe displacement; in the data active means inhibition above about 10%, passing the limit was not always enough; inconclusive means no clear call, values can overlap the other calls
Mtb BioA inh: inhibitors of Mycobacterium tuberculosis BioA enzyme. purified M. tuberculosis BioA enzyme, plate reader. inhibition, % at 9.99 µM. 360,000 tested, 0.096% active; in the data active means inhibition above about 40%; inconclusive means no clear call, values can overlap the other calls
Rv3671c inh: Rv3671c (M. tuberculosis) protease inhibition | inhibition, % at 5.96 µM | 320,000 tested, 0.048% active; in the data active means inhibition above about 38%;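 further: extracellular domain of Rv3671c used as enzyme; 0% = enzyme with DMSO and 100% = no enzyme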
Target sequence (P9WHR9 whole entry, looked up, the tested form may be a part): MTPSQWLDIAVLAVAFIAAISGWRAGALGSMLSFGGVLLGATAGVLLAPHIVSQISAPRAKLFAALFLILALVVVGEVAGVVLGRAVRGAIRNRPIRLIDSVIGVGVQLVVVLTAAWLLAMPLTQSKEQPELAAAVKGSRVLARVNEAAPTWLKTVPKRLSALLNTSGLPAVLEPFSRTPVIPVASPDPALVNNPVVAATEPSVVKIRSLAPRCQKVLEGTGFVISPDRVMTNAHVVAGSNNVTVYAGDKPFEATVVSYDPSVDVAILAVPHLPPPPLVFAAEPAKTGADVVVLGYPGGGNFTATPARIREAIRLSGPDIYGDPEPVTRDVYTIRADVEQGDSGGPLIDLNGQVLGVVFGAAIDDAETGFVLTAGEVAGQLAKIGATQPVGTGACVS
GDH-TPI inh: GDH-TPI coupled enzyme inhibition counter-screen; GDH-TPI coupled enzyme counterscreen, NADH absorbance; inhibition, % at 4.8 µM; 360,000 tested, 1.2% active; AID 588335; in the data active means inhibition above about 30%;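 further: 0% = DMSO wells and 100% = wells lacking the enzyme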
BoNT F protease: BoNT F light chain protease inhibition | Multiplex microsphere protease cleavage assay, flow cytometry | inhibition, % at 10 µM | 360,000 tested, 0.22% active | AID 588497; in the data active means inhibition above about 35%, passing the limit was not always enough; inconclusive means no clear call, values can overlap the other calls; further: plate controls were buffer without enzyme for full effect and enzyme alone for no effect
MazEF act: activators of E. coli MazEF toxin-antitoxin RNase. P0AE70. FAM/BHQ RNA-DNA oligo cleavage fluorescence, 5 h. activation, % at 20 µM. 350,000 tested, 0.32% active. AID 504720; in the data active means activation above about 50%
Target sequence (P0AE70 whole entry, looked up): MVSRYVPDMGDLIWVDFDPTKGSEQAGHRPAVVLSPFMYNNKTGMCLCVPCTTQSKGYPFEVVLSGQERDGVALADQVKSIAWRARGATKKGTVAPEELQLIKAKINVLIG
FBA Mtb inh: inhibitors of M. tuberculosis fructose-bisphosphate aldolase; P9WQA3; purified M. tuberculosis FBA, fluorescence read-out; inhibition, % at 1 µM; 360,000 tested, 2.3% active; in the data active means inhibition above about 27%;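 further: 0% = vehicle and 100% = reference inhibitor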
Target sequence (P9WQA3 whole entry, looked up): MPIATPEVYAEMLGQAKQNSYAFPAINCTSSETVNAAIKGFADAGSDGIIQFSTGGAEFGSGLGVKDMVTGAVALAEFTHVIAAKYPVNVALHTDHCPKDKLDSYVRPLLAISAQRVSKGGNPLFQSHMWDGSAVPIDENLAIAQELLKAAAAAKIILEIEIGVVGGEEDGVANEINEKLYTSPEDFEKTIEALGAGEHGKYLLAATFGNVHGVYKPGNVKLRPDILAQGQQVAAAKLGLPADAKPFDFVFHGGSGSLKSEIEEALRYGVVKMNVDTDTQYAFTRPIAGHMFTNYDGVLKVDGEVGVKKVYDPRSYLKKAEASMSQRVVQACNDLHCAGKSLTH
PrPC surface inh: inhibitors of human cell surface prion protein PrPC. P04156. inhibition, % at 13.8 µM. TR-FRET read-out. AID 720596. 370,000 tested, 0.43% active; in the data active means inhibition above about 24%; further: 0% = median of the test wells and 100% = reference compound wells
FadD28 binding: blocks FadD28 binding to the bisubstrate probe; 360,000 tested, 0.22% active; fluorescence polarization; inhibition, % at 12.5 µM; in the data active means inhibition above about 8.5%, passing the limit was not always enough; inconclusive means no clear call, values can overlap the other calls
Starred values were filed as active, the others as inactive; ? = inconclusive; . = no result given.

Each structure is followed by: UGM FP inh	Mtb BioA inh	Rv3671c inh	GDH-TPI inh	BoNT F protease	MazEF act	FBA Mtb inh	PrPC surface inh	FadD28 binding
1) Cc1cc(CN(C)C(=O)c2ccc3nc(Cc4ccccc4F)oc3c2)n[nH]1
→ 1.9	-1.6	3	0	0	1	4	-2	-1.0
2) CCN(CC(=O)Nc1ccc(Br)cc1)CC(=O)Nc1cc(C)on1
→ .	-0.1	.	-8	-10	-4	3	1	-0.3
3) CCOC(=O)c1cnc2c(-c3ccccc3OC)c(C)nn2c1C
→ 3.4	.	3	-1	-1	4	-3	-10	-1.5
4) O=C(Nc1ccccc1)c1ccc(NCC2CCCO2)c(S(=O)(=O)N2CCOCC2)c1 (stereo unspecified)
→ -1.3	.	-2	-2	-4	7	-2	-2	-5.7
5) COc1ccc2[nH]c(=O)c3c(c2c1)OC(C)(C)C=C3
→ -0.2	1.1	-5	9	-1	17	2	-3	-1.7
6) CC(=O)N(C(C)=O)N1C(=O)C2C3c4ccccc4C(c4ccccc43)C2C1=O (stereo unspecified)
→ -1.1	.	-4	-4	0	-5	0	2	-1.4
7) CSc1ccc(NC(=O)Nc2cc(C)ccn2)cc1
→ -0.2	0.0	5	16	-7	6	2	4	-1.3
8) COc1ccc(/C=C2\SC(=S)N(CCC(=O)N(CCO)c3ccccc3)C2=O)cc1OC
→ 3.1	10	-6	6	1	1	-1	2	0.6
9) COc1ccc(C)cc1NC(=O)CCNS(=O)(=O)c1cccc2nonc12
→ -0.1	1.1	2	7	-2	6	1	-17	1.3
10) CC(C)C1Cc2c(C#N)c(N)n(C)c(=S)c2CO1 (stereo unspecified)
→ 0.6	1.1	2	-2	-18	-2	3	-24	-3.9
11) CCOP(=O)(OCC)C(Nc1ccc(C(=O)O)cc1)c1ccccc1 (stereo unspecified)
→ 3.0	.	-1	9	-4	-10	3	3	1.2
12) CC(C)(C)c1cnnn1-c1ccc(C(=O)CCl)cc1
→ -2.4	-1.7	1	7	-28	9	4	2	-0.6
13) O=C(CSCc1ccc(Br)cc1)N1CCCC1
→ -0.6	.	4	3	0	-3	-2	-8	-2.0
14) CN1CCN(CCCNC(=O)c2ccc3c(Cl)c4c(nc3c2)CCCC4)CC1
→ -3.0	0.8	0	15	4	25	1	-10	0.3
15) O=C(CSc1ccc2c(c1)OCCO2)N1CCN(c2ccccc2O)CC1
→ .	-1.4	.	12	7	-3	1	-7	1.7
16) CCc1ccc2[nH]c(=O)c(CN(Cc3ccc4c(c3)OCO4)Cc3nnnn3C3CCCC3)cc2c1
→ 0.4	-1.7	-22	18	-3	-1	5	0	-2.3
17) CS(=O)(=O)N(CC(=O)NCc1ccc2c(c1)OCO2)Cc1ccc(Cl)cc1
→ 1.4	-1.4	-5	15	-11	5	4	0	-2.0
18) O=C(NCCO)c1cccc2c1-c1ccccc1C2=O
→ -2.0	.	-3	7	1	-2	1	2	-2.5
19) O=C(CCS(=O)(=O)c1ccccc1)Nc1nc2cc3c(cc2s1)OCCO3
→ 4.1	0.2	-6	4	-8	-1	0	1	1.1
20) COc1ccc(-c2cc(C#N)nc(N3CCN(C)CC3)n2)cc1
→ 0.4	.	3	3	-1	9	5	-7	-2.8
21) Cc1ccc(C)c(N(CC(=O)N2CCCC2)S(C)(=O)=O)c1
→ 0.1	-1.6	2	4	?	-4	1	1	-2.3
22) COc1ccc(OCC(O)CN2CCCCC2)cc1 (stereo unspecified)
→ -0.5	0.2	11	4	-1	4	-1	-4	-3.3
23) Cc1sc2ncnc(N3CCC(C(=O)Nc4sc5c(c4C(N)=O)CCC(C)C5)CC3)c2c1C (stereo unspecified)
→ 4.2	-0.6	-2	5	1	-36	3	6	0.0
24) Cc1noc(C)c1CSc1nnc(-c2ccccc2)o1
→ -1.4	.	6	-1	2	2	5	1	0.3
25) COc1cccc(Cn2cnc3c(NS(=O)(=O)c4ccc(Cl)cc4)c(C)c(C)cc32)c1
→ -0.7	-0.2	1	1	14	-5	-1	5	-0.2
26) CC(=O)Nc1ccc(NC(=O)CCc2nc3sc4c(c3c(=O)[nH]2)CCCC4)cc1
→ -2.0	-0.2	1	5	1	-2	-3	2	-0.4
27) O=C(O)c1cscn1
→ -1.1	-0.6	9	-3	-10	4	3	3	1.2
28) COc1ccc(/C=N/Nc2snc(SC)c2C#N)cc1OC
→ -0.4	0.7	18	21	-4	11	1	-5	-1.6
29) CC(C)C1C(=O)N(Cc2cn(CCC3OCCCO3)nn2)CCS(=O)(=O)N1Cc1ccc(-c2ccc(Cl)cc2)cc1 (stereo unspecified)
→ .	.	.	0	-2	5	-2	-6	-5.1
30) O=c1[nH]c(=O)n(Cc2ccc(F)cc2)c(O)c1C=NCc1cccnc1
→ 1.6	-2.1	-6	-7	1	4	-3	6	-1.3
31) CCCn1c(=O)c(/C(N)=N/O)nn(-c2cccc(C(F)(F)F)c2)c1=O
→ 3.6	-1.3	-9	3	-13	-1	2	-4	-1.6
32) Cc1cc(C)c2c(CN(Cc3ccccc3)Cc3ccccc3)cc(=O)oc2c1
→ .	-3.5	.	.	2	.	-1	-2	0.1
33) COc1ccc(/C=C(/NC(=O)c2ccco2)C(=O)Nc2ccc(C(C)=O)cc2)cc1
→ 0.7	.	-1	33*	2	14	0	-9	-1.0
34) COc1ccc(-c2cc(C(=O)Nc3ccc(C(N)=O)cc3)c3ccccc3n2)cc1OC
→ 0.7	.	-37	17	-2	-23	-1	-7	-9.0
35) O=C(NCc1cccc2ccccc12)Nc1ccccc1
→ -0.6	.	-9	9	-3	1	7	9	-1.1
36) COc1ccc(-c2csc(C(C)(O)c3cccc(OC)c3)n2)cc1 (stereo unspecified)
→ .	-2.3	.	4	-1	.	-2	8	-1.7
37) Cc1ccc2ccc(S(=O)(=O)NCc3ccccn3)cc2c1
→ 1.4	-0.9	0	0	-5	5	-2	-1	-0.5
38) NC(=S)NC(=O)/C=C/c1ccccc1
→ -0.7	.	-7	2	6	2	-4	1	-3.7
39) NC(=S)N=Nc1ccc(NN=C(N)N)cc1
→ -3.5	0.6	-3	5	-135	12	-9	-2	-3.2
40) CSc1ncccc1C(=O)NNC(=O)c1csc(N2CCOCC2)n1
→ .	-0.6	.	17	-10	-7	3	-1	-1.1
41) COc1ccc(Cc2nc3ccc(C(=O)NCCc4ccncc4)cc3o2)cc1OC
→ 0.0	1.0	-5	-1	-2	-5	-3	2	-1.1
42) CCOC(=O)C(=O)Nc1ccccc1C(=O)NCc1ccccc1
→ -0.9	.	6	-7	-2	2	5	-3	-3.4
43) Cc1ccc(/C=C(\NC(=O)c2ccc(C)cc2)c2nc(=S)[nH][nH]2)cc1
→ -2.5	0.9	-12	17	23	16	-4	-1	-6.4
44) Cc1c(NC(=O)c2ccccc2NS(=O)(=O)c2ccc(F)cc2)c(=O)n(-c2ccccc2)n1C
→ 3.1	-1.0	0	9	-7	10	2	6	-0.4
45) C=COCCNC(=S)Nc1ccccc1
→ 0.0	0.1	-2	-4	-10	1	2	7	-2.8
46) CC(=O)Nc1cccc(OCCCNC(=O)c2ccc(C(C)(C)C)cc2)c1
→ 3.1	1.5	1	-9	?	3	-1	18	-3.6
47) Cc1nnc(SCC(=O)N2c3ccccc3CC2C)[nH]c1=O (stereo unspecified)
→ -2.3	.	2	-3	6	-4	-2	4	-2.4
48) Cc1ccc(S(=O)(=O)N2CCOCC2)cc1C(=O)N(C)CCOc1ccc(Cl)cc1
→ -0.7	-2.9	5	14	2	6	4	.	-0.5
49) CC(=O)c1cc2c(cc1NC(=O)Cn1nc(-c3ccc(F)cc3)ccc1=O)OCO2
→ 1.8	1.3	0	8	3	-6	3	-3	-2.2
50) O=C(c1cc(COc2ccc(F)cc2F)on1)N1C[C@H]2CC[C@H]1C2
→ 2.5	0.9	-5	8	0	-16	0	9	-2.0

More compounds:
Each structure is followed by: UGM FP inh	Mtb BioA inh	Rv3671c inh	GDH-TPI inh	BoNT F protease	MazEF act	FBA Mtb inh	PrPC surface inh	FadD28 binding
51) Cc1cccc(OCC(=O)NCC(=O)N/N=C/c2ccccc2)c1
→ 0.4	.	-6	0	-19	6	2	0	-1.7
52) O=C(Nc1nc2c(s1)CCCC2)c1cccnc1
→ 3.0	.	-1	5	-1	2	0	.	-0.4
53) CC(C)(C)S(=O)N1Cc2cc(C(=O)NCCCN3CCOCC3)nc(-c3cccc(-c4cc5ccccc5o4)c3)c2[C@H]1CCO (stereo partly specified)
→ .	-1.1	.	.	-11	.	-1	-12	-4.2
54) Cn1c(=O)oc2cc(S(=O)(=O)Nc3ccc(Cl)cc3F)ccc21
→ 3.0	0.9	1	6	-10	8	4	2	-0.7
55) CC(=O)c1ccc(NC(=O)COC(=O)c2nc(Cl)ccc2Cl)cc1
→ -0.6	.	-1	-6	0	-1	-3	-4	-3.3
56) Cc1ccc(N2C(=O)[C@@H]3[C@H](C2=O)C2CCCN2[C@@H]3C(=O)c2ccccc2)cc1 (stereo partly specified)
→ -2.7	-2.5	-3	3	-3	2	1	-3	-0.7
57) O=C(CCS(=O)(=O)c1ccccc1)N1CCOCC1
→ 0.8	.	-1	-2	1	-2	0	-5	0.4
58) COC(=O)c1sccc1NC(=O)NC1CCCCC1
→ -1.1	.	-2	-3	-7	8	-2	-1	-4.5
59) N#Cc1ccccc1NC(=O)COC(=O)/C=C/c1cn(-c2ccccc2)nc1-c1ccc(Cl)cc1
→ .	.	.	0	-1	-5	4	-5	-4.1
60) COCCCNC(=S)N1CCN(c2nc(C)nc3sc4c(c23)CCCC4)CC1
→ 1.9	0.6	-2	4	-4	-4	1	0	-3.6

Of the compounds above, these contain a furan ring, fused or not:
Each structure is followed by: UGM FP inh	Mtb BioA inh	Rv3671c inh	GDH-TPI inh	BoNT F protease	MazEF act	FBA Mtb inh	PrPC surface inh	FadD28 binding
33) COc1ccc(/C=C(/NC(=O)c2ccco2)C(=O)Nc2ccc(C(C)=O)cc2)cc1
→ 0.7	.	-1	33*	2	14	0	-9	-1.0
53) CC(C)(C)S(=O)N1Cc2cc(C(=O)NCCCN3CCOCC3)nc(-c3cccc(-c4cc5ccccc5o4)c3)c2[C@H]1CCO (stereo partly specified)
→ .	-1.1	.	.	-11	.	-1	-12	-4.2

Additional structures:
Each structure is followed by: UGM FP inh	Mtb BioA inh	Rv3671c inh	GDH-TPI inh	BoNT F protease	MazEF act	FBA Mtb inh	PrPC surface inh	FadD28 binding
61) Cc1ccc(CC23CN4CCN(CC(C4)C2O)C3)c(C)c1 (stereo unspecified)
→ -4.2	-4.4	9	23	5	-4	1	-5	0.7
62) Cc1cccc(NC(=O)Nc2cccc(C)n2)n1
→ 2.1	-0.9	-11	4	9	-14	2	-2	-2.8
63) CC1=C(C(N)=O)C(c2ccccc2)n2nc(-c3ccncc3)nc2N1 (stereo unspecified)
→ -0.2	0.1	3	3	20	7	2	-4	-1.0
64) O=C(Cc1c[nH]c2ccccc12)OCC(=O)c1ccccc1
→ 0.0	1.5	1	9	2	1	-3	4	1.7
65) COc1ccc(C2Nc3ccccc3C(=O)N2Cc2ccco2)cc1COc1ccc(NC(C)=O)cc1 (stereo unspecified)
→ 2.4	0.6	-6	12	14	-4	41*	-4	-0.3
66) O=C(C1CN(S(=O)(=O)c2ccccc2)CCN1S(=O)(=O)c1ccccc1)N1CCCCCC1 (stereo unspecified)
→ 1.1	.	1	-9	-6	-3	1	4	0.0

Source: PubChem
